# MCF10A rereplic: DNA re-replication induction in MCF 10a cells. MCF 10A DNA re-replication, Hoechst nuclear intensity, 48 h. 350,000 compounds, 2.9% hits. Potency, µM (series often up to 46.1 µM), without a hit: at the top dose activity, positive = re-replication, most hits filed as activators; also: % of control where 0% means no effect; nearly all actives have a fitted effect of over 50% in size
# Nrf2 inh: inhibitors of Nrf2 signaling. A549 ARE-Fluc reporter, luciferase luminescence, 18-24 h. Potency, µM (top dose mostly 46 µM), for the others: top-dose activity change, negative = inhibition, usual class: inhibitors. 360,000 compounds, 2.1% hits; also: % is scaled to controls: 0 for no effect and ±100 for the full control effect; nearly all actives have a fitted effect of over 60% in size
#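 Nrf2 function is reported as luminescence of an ARE-controlled luciferase in A549 cells. Compounds were tested at several concentrations, and a CellTiter-Fluor read on the same wells flagged cytotoxicity.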
# EPAC2 antagonist: antagonists of human EPAC2 | AID 720708 | Potency, µM (top dose mostly 114 µM), inactives show at the highest dose activity, negative = inhibition, hits mostly inhibitors | Q8WZA2 | EPAC2 GEF exchange of Rap1B-BODIPY-GDP, fluorescence | 360,000 compounds, 0.18% hits; also: % is scaled to controls: 0 for no effect and ±100 for the full control effect; nearly all actives have a fitted effect of over 45% in size; many of its hits are not listed in these tables
# Target sequence (Q8WZA2 whole entry, looked up): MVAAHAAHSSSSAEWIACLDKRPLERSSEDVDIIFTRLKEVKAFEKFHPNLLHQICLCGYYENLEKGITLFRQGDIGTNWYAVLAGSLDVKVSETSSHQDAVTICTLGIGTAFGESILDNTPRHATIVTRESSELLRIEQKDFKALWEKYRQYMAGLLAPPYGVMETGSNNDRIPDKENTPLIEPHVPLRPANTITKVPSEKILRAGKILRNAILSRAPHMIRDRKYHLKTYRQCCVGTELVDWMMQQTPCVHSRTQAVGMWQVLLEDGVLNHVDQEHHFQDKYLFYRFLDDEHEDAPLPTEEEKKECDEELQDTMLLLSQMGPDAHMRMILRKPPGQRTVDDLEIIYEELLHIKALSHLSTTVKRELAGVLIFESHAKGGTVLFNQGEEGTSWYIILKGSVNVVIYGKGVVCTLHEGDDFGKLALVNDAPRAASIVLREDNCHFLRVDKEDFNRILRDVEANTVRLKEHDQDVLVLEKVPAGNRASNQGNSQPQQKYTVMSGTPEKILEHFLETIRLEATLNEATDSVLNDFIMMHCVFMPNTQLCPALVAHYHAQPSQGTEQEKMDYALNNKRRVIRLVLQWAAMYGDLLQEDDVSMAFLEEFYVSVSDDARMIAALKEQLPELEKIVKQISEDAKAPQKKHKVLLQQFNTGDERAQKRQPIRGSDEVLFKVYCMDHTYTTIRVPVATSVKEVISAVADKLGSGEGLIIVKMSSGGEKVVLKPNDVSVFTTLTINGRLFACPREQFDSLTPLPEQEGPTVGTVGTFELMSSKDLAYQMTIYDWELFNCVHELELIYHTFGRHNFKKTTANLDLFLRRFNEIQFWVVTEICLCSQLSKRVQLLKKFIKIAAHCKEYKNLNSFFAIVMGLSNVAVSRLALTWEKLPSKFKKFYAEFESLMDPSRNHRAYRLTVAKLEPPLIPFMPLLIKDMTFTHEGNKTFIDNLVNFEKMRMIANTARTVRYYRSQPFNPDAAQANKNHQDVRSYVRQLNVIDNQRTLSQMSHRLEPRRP
# A549 tox: counter-screen for Nrf2 inhibitors: cytotoxicity in A549 cells; A549 ARE-Fluc cells, CellTiter-Fluor viability, 18-24 h; Potency, µM (titrated, usually from 46 µM), for the others: at the highest dose activity change, negative = cytotoxicity, most hits filed as inhibitors; 390,000 compounds, 0.16% hits; AID 504648; also: % is scaled to controls: 0 for no effect and ±100 for the full control effect
#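 A549 ARE-Fluc cells in 5% FBS OPTI-MEM, 5000 cells/well, rested 2 h then exposed to compounds in concentration-response for 18-24 h at 37 °C. Viability by CellTiter-Fluor fluorescence (Ex 405/Em 525) after 30 min; luciferase luminescence (BugLite, 15 min, RT) read afterwards.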
# S2 tox: reduces viability in counter-screen for ATXN expression inhibitors; 400,000 compounds, 0.49% hits; Potency, µM (titrated, usually from 56.7 µM), actives largely listed as cytotoxic; S2 cells (HEK-293 line with an ATXN2-luciferase reporter) viability, CellTiter-Fluor protease fluorescence, 24 h; also: nearly all actives have a fitted effect of over 40% in size
# HepG2 tox: HepG2 cytotoxicity, counter-screen for TGF-b inhibitors; HepG2 CAGA-GFP viability, ATP luminescence, 18 h; Potency, µM (top dose mostly 46.1 µM), inactives show at the top dose activity change, negative = cytotoxicity, most hits filed as cytotoxic; 410,000 compounds, 0.76% hits; AID 588856; also: some results filed as inactive show a strong effect at the top dose
#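 CellTiter-Glo luminescence gave cytotoxicity after 18 hours at 37 degrees C. The cells were HepG2 CAGA-GFP in 1% FBS DMEM, stimulated with 500 pg/mL TGF-beta after compound addition. %Activity was normalised to no-cell wells (complete cell-killing) and DMSO (no toxicity), and curves were fitted and classified.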
# TGFb inhibitor: TGF-b pathway inhibition; 410,000 compounds, 1.2% hits; AID 588855; Potency, µM (doses to about 46.1 µM), for the others: at the highest dose activity, negative = inhibition, actives largely listed as inhibitors; HepG2 CAGA-GFP TGF-b/SMAD3 reporter, GFP fluorescence, 18 h; TGF-beta stimulated, 500 pg/mL final; also: % is scaled to controls: 0 for no effect and ±100 for the full control effect; nearly all actives have a fitted effect of over 65% in size
#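 Using HEPG2 CAGA-GFP reporter cells at 1000 cells/well, we pinned test compounds, stimulated with recombinant TGF-beta (500 pg/mL final) and measured total well GFP after 18 h.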
# ATXN2 expr inh: ATXN2 expression inhibition. HEK-293 ATXN2-luciferase reporter, luminescence, 24 h. Potency, µM (series often up to 57 µM), without a hit: at the highest dose activity change, negative = inhibition, most hits filed as inhibitors. 360,000 compounds, 0.72% hits; also: % is scaled to controls: 0 for no effect and ±100 for the full control effect; nearly all actives have a fitted effect of over 55% in size
#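 qHTS (up to 57 uM final) was run with 24 h compound exposure of reporter cells at 37 °C. Each well was multiplexed: SteadyGlo luminescence measured ATXN2-luciferase expression after a fluorogenic Gly-Phe-AFC viability readout (25 uM final).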
# Nrf2 ARE act: activates Nrf2 signaling; AREc32 ARE-luciferase reporter (MCF7-derived line), luminescence, 24 h; 410,000 compounds, 0.31% hits; Potency, µM (top dose mostly 46.1 µM), for inactives: at the top dose activation, actives largely listed as activators; also: % of control where 0% means no effect; nearly all actives have a fitted effect of over 65% in size
#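 Reporter line AREc32 (ARE-Fluc), seeded overnight in OPTI-MEM with 5% FBS; compound pin-transferred, 24 hr at 37 deg C, 5% CO2; luminescent read-out.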
# Starred values were filed as active, the others as inactive; i = inactive; ? = inconclusive; · = no result given; & = joins results of further samples; [ ] = dose if it differs, or a comment. Calls follow the shape of the dose curve; as a rule, active = well fitted curve in the direction sought with a large enough effect; inconclusive = small, poorly fitted or top-dose-only effect, or another doubt; inactive = no such curve, though single readings can be large; an effect the other way counts as inactive or inconclusive. Potency is read from the fitted curve at half-maximal effect. A portion of the library. The share of hits here may be higher or lower than overall.
No.	structure	EPAC2 antagonist	Nrf2 ARE act	MCF10A rereplic	A549 tox	S2 tox	TGFb inhibitor	HepG2 tox	ATXN2 expr inh	Nrf2 inh
1	COc1ccc2c(c1)OC1=C(C(=O)CCC1)C2C1=C(O)CCCC1=O (configuration not stated)	-1%	-0.9%	3%	0%	i	-23%	-21%	-8%	4%
2	N#Cc1cccc(NC(=O)COC(=O)c2cccc(N3C(=O)c4ccccc4C3=O)c2)c1	-1%	2.5%	-1%&-41%	1%	i	2%	0%	-9%	12%
3	CN(CC(=O)Nc1cccc(F)c1)C(=O)c1cn(-c2ccccc2)nc1-c1ccc(Cl)cc1	4%	-0.8%	?	-17%	?	?	-39%	·	?
4	COc1cc(-c2nnc(SCC(=O)NC(C)C)o2)cc(OC)c1OC	·	13%	·	-7%	i	49%[activator]	-8%	2%	36%
5	C=C(C)CSc1cc(C)c(C#N)c2nc3ccccc3n12	-14%	-0.8%	5.8µM*	-1%	·	-19%	-19%	-22%	?
6	COC(=O)C1CC(O)CN1S(=O)(=O)c1ccc2ccccc2c1 (configuration not stated)	-3%	-0.8%	10%	7%	i	38%[activator]	23%	·	-10%
7	COc1ccccc1C(=O)Nc1ccccc1C(=O)N1CCCC1	10%	-0.3%	-6%	3%	i	-5%	8%	3%	·
8	CSc1ccc(S(=O)(=O)N(CC(=O)NCc2ccccn2)c2ccc(C)cc2)cc1	-11%	0.3%	13%	1%	i	-5%	-9%	-23%	-13%
9	Cn1c(=O)c2c(nc(SCc3nc(N)nc(N4CCCCC4)n3)n2C)n(C)c1=O	15%	4.4%	-45%[inhibitor]	-5%	i	2%	18%	-3%	-1%
10	COc1cc(OC)cc(C(=O)Nc2ccccc2S(=O)(=O)N2CCCC2OC(C)=O)c1 (configuration not stated)	-18%	-0.5%	4%	0%	i	0%	9%	11%	0%
11	Cn1c(CC(=O)NNC(=O)c2ccc(Cl)nc2)nc2ccccc21	11%	0.8%	1%	5%	i	-2%	0%	0%	1%
12	Cc1ccc(NC(=O)c2c(C)oc3ccc(O)c(CN4CCCCCC4)c23)cc1	·	11%	·	-3%	·	?	-30%	·	5%
13	COC(=O)c1ccccc1NC(=O)C1CC(c2ccc(F)cc2)=NO1 (configuration not stated)	-3%	1.8%	15%	-7%	i	12%	-6%	-14%	4.1µM*
14	COc1ccc(CCNC(=O)c2cc(-c3ccc(C)c(C)c3O)n[nH]2)cc1OC	-6%	3.1%	14%	1%	i	9%	-19%	-9%	4%
15	COCOCCn1cc(CN2CCS(=O)(=O)N(Cc3ccc(-c4ccc(Cl)nc4)cc3)C(CC(C)C)C2=O)nn1 (configuration not stated)	?	4.3%	·	·	?	-2%	-31%	-29%	·
16	O=C(CCCN1C(=O)C(=Cc2ccc3c(c2)OCO3)SC1=S)Nc1ccc(C(=O)O)c(O)c1	2%	-2.5%	·	·	?	-1%	-19%	12%	·
17	CC(NS(=O)(=O)c1ccc2c(c1)C(=O)c1cc(S(=O)(=O)NC(C)C(=O)O)ccc1-2)C(=O)O (configuration not stated)	-17%	-0.3%	-2%	2%	i	-5%	-1%	-2%	5%
18	COc1ccc(NC(=O)c2ccc3c(c2)S(=O)(=O)c2ccccc2C3=O)cc1	4%	-0.1%	20%	-9%	i	5%	3%	4%	-26%
19	CCCC(=O)Nc1ncnc2c1ncn2[C@@H]1O[C@@H]2COP(=O)(O)O[C@H]2[C@H]1OC(=O)CCC	8%&-12%	-0.5%&-0.8%	1%&7%&1%	-4%&0%	i	7%&30%	5%&0%	-9%&3%	-10%&-4%
20	Cc1ccc(CN2C(=O)C3(SCC(=O)N3c3ccc(C)c(C)c3)c3ccccc32)cc1 (configuration not stated)	·	4.5%	·	-22%	i	?	-23%	7%	?

# Entries by screen from above.
# HepG2 tox for entries 10 to 20, in order: 9%, 0%, -30%, -6%, -19%, -31%, -19%, -1%, 3%, 5%&0%, -23%
# A549 tox for entries 10 to 20, in order: 0%, 5%, -3%, -7%, 1%, ·, ·, 2%, -9%, -4%&0%, -22%

# Further entries
No.	structure	EPAC2 antagonist	Nrf2 ARE act	MCF10A rereplic	A549 tox	S2 tox	TGFb inhibitor	HepG2 tox	ATXN2 expr inh	Nrf2 inh
21	COc1ccc(C(=O)NCCS(=O)(=O)N2CCOCC2)cc1	10%	0.4%	1%	-8%	i	9%	3%	0%	-2%
22	CCN(C[C@H]1N[C@@](Cc2ccccc2)(C(=O)OC)[C@H]2C(=O)N(Cc3ccccc3)C(=O)[C@@H]12)S(=O)(=O)c1ccc(C(F)(F)F)cc1	-12%	0.6%	-23%	-1%	i	-25%	-5%	4%	9%
23	Cc1ccc(SCCC(=O)N2CCN(S(=O)(=O)c3ccccc3)CC2)cc1	7%	0.4%	?	2%	i	-12%	-2%	-20%	-26%
24	COc1ccc(C)cc1NC(=O)COCc1cc(-c2cccs2)on1	·	?	·	7%	·	?	-3%	·	-15%
25	CSC1=NCCN1C(=O)c1c(-c2c(F)cccc2Cl)noc1C	10%	0.2%	?	-3%	i	49%[activator]	60%	4%	3%
26	COC(=O)c1cc(C)nc(Nc2nc(C(N)Cc3ccc(F)cc3)cs2)n1 (configuration not stated)	9%	3.4%	·	·	i	?	-39%	1%	·
27	CN(C)Cc1c(O)ccc2ccccc12	15%	13%	4%	0%	i	-15%	-1%	38%	0%
28	O=S(=O)(c1ccccc1)N1CCN(C(=S)NC2CCCC2)CC1	-4%	-0.4%	-1%	?	i	4%	6%	-12%	6%
29	CC1CCc2c(ccc3ccccc23)C1=O (configuration not stated)	?	1.3%	1%	8%	i	1%	-1%	2%	3%
30	O=C1/C(=C\c2cccnc2)SC(=S)N1c1ccc(F)cc1	-7%	0.3%	?	6%	i	6%	-3%	10%	8%
31	CC(=O)Nc1ccc(NS(=O)(=O)c2ccc(CN3C(=O)c4cccnc4C3=O)cc2)cc1	11%	0.3%	0%	2%	i	-4%	3%	6%	10%
32	CC(C)CN(C(=O)/C=C/c1nc2ccccc2s1)C1CCS(=O)(=O)C1 (configuration not stated)	7%	0.0%	2%	-2%	i	7%	0%	2%	-15%
33	O=C(CSc1nnc(CNc2ccc(F)cc2)n1Cc1ccco1)N1CCOCC1	-2%	-0.1%	8%	-7%	i	13%	-10%	-3%	0%
34	CCC(Cn1nnc2ccccc2c1=O)NC(=O)Nc1ccccc1OC (configuration not stated)	·	1.2%	·	2%	i	-23%	4%	11%	15%
35	CCOCc1c(C(=O)N2CCN(Cc3ccc(Br)s3)CC2)oc2ccccc12	-8%	-0.1%	13%	-1%	i	-25%	-13%	-22%	-5%
36	CCN(CC)c1ccc(S(=O)(=O)N2CCOCC2)cc1NC(=O)COC(=O)/C=C/c1ccc(C)o1	8%	3.7%	?	3%	i	?	4%	-7%	-16%
37	Cc1c(C)[n+](=O)c2c(n1[O-])C(Br)CCC2Br (configuration not stated)	16%	2.3%	14%	3%	i	-3%	-74%	11%	?
38	COc1ccc(N2CCN(Cc3oc(CO)cc(=O)c3O)CC2)cc1	8%	0.3%	4%	-6%	i	15%	-11%	-2%	-13%
39	CC(CN1C(C)CCCC1C)OC(=O)c1ccccc1Cl (configuration not stated)	-1%	0.0%	0%	0%	i	0%	-6%	1%[11.3 µM]	-12%
40	CCCCN1C(=O)/C(=C2/Sc3ccccc3N2C)S/C1=N\c1ncn[nH]1	-3%	5.4%	15%	-11%	i	?	-51%	?	?
41	O=c1cc(O)n(Cc2ccc(F)cc2)c(=O)[nH]1	-1%	-0.4%	1%	-7%	i	15%	5%	-1%	14%
42	CCCNC(=O)c1cc2c(c(-c3cccc(-c4ccc(C#N)cc4)c3)n1)[C@@H](CCO)N(C(=O)CC)C2	2%	0.6%	·	·	i	·	·	-14%	·
43	Cc1ccc(CNC(=O)C(C(C)C)N2Cc3ccccc3C2=O)cc1 (configuration not stated)	·	-0.3%	·	7%	·	?	-23%	·	-10%
44	C#Cc1ccc([C@@H]2C=C(C(=O)O)O[C@H](OCC)[C@H]2CCCO)cc1	9%	-0.5%	-1%	-3%	i	2%	-1%	9%	8%
45	Cc1onc(-c2ccccc2Cl)c1C(=O)OCN1C(=O)c2ccccc2C1=O	-13%	-0.4%	0%	1%	i	16%	16%	3%	3%
46	CC(C)OC(=O)CCc1nc2ccccc2[nH]c1=O	-2%	-0.1%	1%	-7%	i	-13%	-19%	8%	-32%
47	CCCCCn1c(SCCN2CCOCC2)nc2c1c(=O)[nH]c(=O)n2C	-5%	-0.3%	-5%	-8%	i	-3%	-1%	-2%	-31%
48	COCCC(C(=O)Oc1c(C(C)(C)C)cc(C)cc1C(C)(C)C)c1ccccc1 (configuration not stated)	9%	-1.2%	-10%	11%	i	3%	4%	1%	3%
49	CN(c1ccc(-c2csc(NC(=O)CCCc3nc4ccccc4c(=O)[nH]3)n2)cc1)S(C)(=O)=O	16%	0.2%	·	·	i	4%	-27%	·	·
50	CCN(CC)CCn1c2c(c(SCC(=O)Nc3nc(C)cs3)nc1=O)CCC2	-6%	-0.5%	12%	2%	?	-24%	-1%	8%	1%
51	CC(/C=N\NC(=O)c1ccc2c(c1)OCO2)c1ccccc1 (configuration not stated)	-3%	-1.1%	0%	0%	i	5%	2%	18%	2%
52	CCCCN(CCCNC(=O)c1ccc2nc(N3CCOCC3)sc2c1)Cc1ccccc1	1%	0.7%	21%	-15%	?	32%	-21%	-27%	4%
53	CC1=C(C(=O)N(C(C)C)C(C)C)CC(CC(=O)NC(c2ccccc2)c2ccccc2)C(=O)N1Cc1ccc(C(C)(C)C)cc1 (configuration not stated)	2%	0.4%	·	·	i	18µM*	2%	?	·
54	Cc1cc(C)cc(NC(=O)CN2CCN(CCN=CC3=C(O)CC(C)(C)CC3=O)CC2)c1	5%	-0.5%	-4%	-6%	i	-11%	12%	-12%	?
55	COc1ccc(C(=O)Nc2ccc(C(=O)OCc3cc(=O)n4nc(C5CC5)sc4n3)cc2)cc1	·	0.2%	·	-3%	i	12%	0%	2%	·

# High-throughput results from PubChem.
